# M1 PAM parental: nonselective activator or artifact in parental CHO-K1 calcium assay | activation, % at 3 µM | 360,000 compounds, 0.02% hits | ATP EC20, Fluo-8 calcium fluorescence; 0% at ATP EC20, 100% at ATP max;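 active = activation above the run cutoff, the mean activation of all test compounds plus 3 SD, cut at about 40% in these data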;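 note: peak over basal fluorescence ratio in a 140 s read after ATP addition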
# CHRM4 PAM: positive allosteric modulators of human muscarinic M4 receptor. P08173. CHO-K1 hM4/Gqi5, Fluo-8 calcium fluorescence, ACh EC20; 0% = ACh EC20, 100% = maximal ACh. activation, % at 3 µM. 360,000 compounds, 0.4% hits. AID 624126;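 active = activation above its plate's cutoff, the mean activation of sample wells plus 3 SD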; note: some results filed as inactive read as strong as hits
# Target sequence (P08173 whole entry, looked up): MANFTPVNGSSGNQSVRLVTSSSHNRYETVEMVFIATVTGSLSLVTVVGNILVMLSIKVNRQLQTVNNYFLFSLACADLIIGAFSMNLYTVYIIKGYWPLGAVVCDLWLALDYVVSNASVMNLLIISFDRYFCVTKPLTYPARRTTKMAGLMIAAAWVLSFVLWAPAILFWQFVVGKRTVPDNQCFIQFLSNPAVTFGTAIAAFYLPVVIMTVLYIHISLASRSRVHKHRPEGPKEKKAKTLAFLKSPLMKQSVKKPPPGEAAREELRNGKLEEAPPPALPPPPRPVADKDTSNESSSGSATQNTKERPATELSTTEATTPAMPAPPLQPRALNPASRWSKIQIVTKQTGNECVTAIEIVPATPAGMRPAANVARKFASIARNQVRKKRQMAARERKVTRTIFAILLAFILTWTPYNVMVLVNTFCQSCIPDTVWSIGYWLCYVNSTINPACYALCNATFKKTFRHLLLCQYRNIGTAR
# CHO-K1 Ca antag: nonselective inhibitor or artifact in parental CHO-K1 cells; 360,000 compounds, 0.6% hits; inhibition, % at 3 µM; AID 602250; ATP-induced calcium, Fluo-8 fluorescence;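 active = inhibition above a per-plate cutoff, the plate's mean sample inhibition plus 3 SD, cut at about 24% in these data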;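 note: 0% = DMSO plus EC80 ATP and 100% = DMSO alone without ATP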
# M1 ag parental: counter-screen for M1 agonists: effect in parental CHO-K1 cells. Fluo-8 calcium fluorescence; scaled to maximal ATP response, vehicle zero. 360,000 compounds, 0.48% hits. activation, % at 3 µM; in the data active = activation above about 15%;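 note: untransfected CHO-K1 host cells lacking M1 receptor as counterscreen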
# M4 antag: blocks acetylcholine activation of human M4 receptor. AID 624125. P08173. inhibition, % at 3 µM. 360,000 compounds, 0.73% hits. CHO-hM4 cells, ACh EC80, Fluo-8 calcium fluorescence;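 active = inhibition above its plate's cutoff, the mean inhibition of sample wells plus 3 SD, cut at about 27% in these data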;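 note: 0% = acetylcholine EC80 with DMSO and 100% = DMSO without agonist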
# M5 antag: CHRM5 antagonism in calcium assay | 360,000 compounds, 0.59% hits | AID 624040 | CHO-hM5 cells, Fluo-8 calcium fluorescence, ACh EC80 | P08912 | inhibition, % at 3 µM;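 active = inhibition above a per-plate cutoff, the mean of that plate's test compounds plus 3 SD, cut at about 27% in these data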;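 note: 0% = acetylcholine EC80 with DMSO and 100% = DMSO without agonist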
# Target sequence (P08912 whole entry, looked up): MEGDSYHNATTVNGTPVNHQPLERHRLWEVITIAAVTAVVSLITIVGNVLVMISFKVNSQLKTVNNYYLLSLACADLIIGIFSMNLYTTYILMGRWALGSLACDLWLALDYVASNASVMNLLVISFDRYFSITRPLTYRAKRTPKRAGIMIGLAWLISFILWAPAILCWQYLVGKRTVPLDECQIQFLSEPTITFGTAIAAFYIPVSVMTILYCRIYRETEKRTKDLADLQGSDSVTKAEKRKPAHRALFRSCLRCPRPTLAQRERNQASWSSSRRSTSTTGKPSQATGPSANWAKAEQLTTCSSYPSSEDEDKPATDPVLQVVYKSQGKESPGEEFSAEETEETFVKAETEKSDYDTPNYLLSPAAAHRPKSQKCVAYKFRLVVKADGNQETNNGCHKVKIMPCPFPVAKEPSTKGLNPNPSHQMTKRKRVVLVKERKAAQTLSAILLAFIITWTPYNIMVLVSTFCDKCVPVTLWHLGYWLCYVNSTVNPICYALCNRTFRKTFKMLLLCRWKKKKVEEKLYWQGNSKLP
# CHRM5 agonist: CHRM5 agonism in calcium assay; CHO-K1 hM5 cells, Fluo-8 calcium fluorescence; 0% DMSO wells, 100% maximal acetylcholine response; activation, % at 3 µM; 360,000 compounds, 0.19% hits;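 active = activation above the run's mean over test compounds plus 3 SD, cut at about 23% in these data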;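 note: signal is peak over basal fluorescence ratio across the kinetic read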
# CHRM4 agonist: CHRM4 agonism in calcium assay; P08173; CHO-K1 hM4/Gqi5, Fluo-8 calcium fluorescence; vehicle 0%, full acetylcholine response 100%; activation, % at 3 µM; 360,000 compounds, 0.14% hits; AID 624127;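 active = activation above the run mean over all test wells plus 3 SD, cut at about 32% in these data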;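 note: peak over basal fluorescence ratio per well then scaled between controls; 0% = DMSO wells and 100% = acetylcholine at EC100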
# M5 PAM: potentiates acetylcholine response at human M5 receptor. activation, % at 3 µM. CHO-K1 hM5, Fluo-8 calcium, ACh EC20 PAM; 0% = ACh EC20, 100% = ACh EC100. AID 624038. P08912. 360,000 compounds, 0.3% hits;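 active = activation above the run cutoff, the mean activation of all test compounds plus 3 SD, cut at about 18% in these data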
#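 System: CHO-K1 cell line with stable human muscarinic M5 receptor expression | Also added: EC20 acetylcholine as agonist stimulus | Compound: One concentration, 3 µM final (nominal) | Timing: Fluo-8 loading 80 min at 37 °C plus 30 min room temperature | Measured by: Fluo-8 calcium dye fluorescence, kinetic read | Read-out basis: % activation, ACh-normalized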
# An asterisk follows results filed as active.
SMILES,M1 PAM parental,CHRM4 PAM,CHO-K1 Ca antag,M1 ag parental,M4 antag,M5 antag,CHRM5 agonist,CHRM4 agonist,M5 PAM
CCOC(=O)Cn1nc(-c2ccccc2)c2ccccc2c1=O,16.5,14.3,-19.8,0.6,1.9,4.7,1.9,1.4,3.3
CCc1nc2cc(NC(=O)C3(C)CCCN(C(C)=O)C3)ccc2o1 (centres undefined),9.8,4.0,-0.1,0.6,-3.9,10.4,0.1,0.3,-4.8
COc1cc2nc(CN3CCN(S(=O)(=O)c4ccccc4C(F)(F)F)CC3)[nH]c(=O)c2cc1OC,14.4,-1.4,-17.0,1.7,9.2,17.4,-5.1,4.5,-8.2
CC(C)(C)C1CCc2onc(C(=O)NC3CCCC3)c2C1 (centres undefined),21.3,-2.9,-6.2,3.5,-10.6,-10.4,10.3,-3.4,2.3
O=C(CSc1nnc(NC(=O)C2CC2)s1)NCc1ccccc1,-3.5,-6.4,-9.6,1.0,5.7,10.4,-2.4,0.2,2.0
COc1ccc(C2N(C(=O)C(F)(F)F)C(C)CN2S(=O)(=O)c2ccc(C)cc2)cc1 (centres undefined),6.6,-5.3,-12.1,-0.3,-4.8,-4.9,-2.7,-0.5,9.0
CC1Oc2ccccc2N(CC(=O)NCc2ccccc2)C1=O (centres undefined),-8.5,23.4*,-2.7,-0.3,-11.2,8.6,-0.2,3.8,2.4
Cc1ccc(CNC(=O)Nc2ccc(F)cc2)n1C,5.6,2.6,-0.6,0.9,-0.5,9.6,-1.7,0.6,2.9
Cc1ccc(S(=O)(=O)NC(C)(C)CSc2nnc(Nc3ccccc3)s2)cc1,13.5,-13.3,-3.6,3.6,1.2,9.4,-1.7,10.9,-16.9
CCc1c(O)nc(SCC(=O)Nc2nc3ccccc3s2)n(C2CCCCC2)c1=O,9.2,7.4,-2.7,0.5,-6.0,1.2,7.5,-0.1,2.2
Clc1ccc(C#Cc2cccnc2)cc1,7.9,16.4,-5.7,-0.1,2.5,15.4,5.5,1.9,4.1
S=C1NCCc2ccc(Cl)cc2C1c1ccccc1Cl (centres undefined),30.4,-2.0,-11.2,-0.3,-4.5,-8.1,-9.3,0.1,3.3
CCOc1ccc(Br)cc1C(=O)N/N=C/c1cccnc1,10.7,1.6,-17.6,1.7,-14.9,-5.0,-4.3,5.3,-2.4
O=C(COc1ccccc1CNC[C@H]1O[C@@H](n2ccc(=O)[nH]c2=O)[C@H](O)[C@@H]1O)N1CCCCC1,13.0,7.6,-14.1,-0.1,-15.9,-3.6,-0.1,1.6,-4.7
CCc1n[nH]c(=S)n1/N=C/C(C)=C\c1ccccc1,15.9,3.9,-7.0,0.7,-5.1,1.4,-8.7,0.1,6.5
CC(C#N)(NC(=O)CN1CCN(S(=O)(=O)c2cc(C(F)(F)F)ccc2Cl)CC1)C1CC1 (centres undefined),-15.3,0.1,17.1,3.5,7.5,-2.0,4.6,6.8,5.9
CCSc1nnc(C)n1-c1ccc(C(=O)O)cc1,15.5,14.6,-4.2,0.4,-4.3,-12.9,-1.7,0.3,5.1
COc1cc(/C=C2\C(=N)N3N=C(S(C)(=O)=O)SC3=NC2=O)cc(OC)c1OCCOc1cccc(C)c1,25.5,-0.5,-17.9,1.0,-5.9,4.5,-6.6,1.5,-3.4
Nc1nc(N)nc(-c2ccc(Oc3ccccc3)cc2)n1,10.9,6.3,-1.9,1.8,11.6,5.5,1.1,1.5,-3.1
CCOc1ccc(-n2c(SCc3nc(-c4cccs4)no3)nnc2-c2ccncc2)cc1,9.7,-2.1,-12.2,0.6,0.3,-3.1,-2.9,1.3,2.2
Cc1cc(S(=O)(=O)N2CCCOC2CNC(=O)C(=O)NCc2cccs2)ccc1F (centres undefined),-1.7,-2.9,0.4,0.8,-3.7,-0.6,-2.5,2.8,-2.0
Cc1onc(-c2ccccc2)c1C(=O)Nc1nnc(C(C)C)s1,1.0,7.7,-0.2,-0.2,-13.8,16.6,-4.7,0.8,-3.4
COC(=O)Cc1ccc(N(Cc2ccccc2F)S(=O)(=O)c2ccc(Cl)cc2)cc1,12.9,-15.2,-5.0,1.8,1.0,3.8,-3.4,1.0,-8.8
O=C(CCC(=O)c1ccc(Oc2ccccc2)cc1)Nc1cccc(Cl)c1,20.4,-3.1,4.2,8.5,-4.8,-2.9,-0.9,1.0,-1.7
O=C(CCn1c(=O)oc2ccccc21)NCCN1CCc2ccccc2C1,19.0,-4.2,1.0,3.4,-3.1,13.7,-4.1,-0.6,-5.1
Cc1ccc(NC2CCCN(C(=O)CCn3nccc3C)C2)cc1C (centres undefined),-26.7,2.8,5.3,0.2,-15.2,-18.0,-5.4,1.3,2.8
O=C(c1cc(COc2ccc(F)c(F)c2)on1)N1CCOCC1,21.6,-3.3,-15.9,2.8,-17.6,-2.9,-2.6,2.2,4.6
COc1ccc2[nH]cc(CCNC(=S)NC3CCCC3)c2c1,6.3,-5.2,1.0,1.9,-3.2,6.9,0.8,2.6,5.0
Cc1ccc(OCc2cn3cccnc3n2)cc1,-4.0,11.6,67.0*,95.3*,-1.6,0.4,0.8,0.5,2.3
CCCC(=O)c1ccc(N2CCCCC2)c(F)c1,16.6,8.3,6.2,0.1,-2.7,4.8,-1.9,0.7,-3.2
O=C(OCC(=O)N1CCc2ccccc2C1)c1ccc(F)cc1Cl,-5.8,10.1,-0.9,-0.9,-11.7,1.4,-5.1,2.5,-2.0
CC(C)C(NC(=O)c1ccccc1)C(=O)N1CCN(C/C=C/c2ccccc2)CC1 (centres undefined),6.4,-1.7,-14.8,0.0,-2.3,10.2,-5.1,1.7,3.0
Cc1cc(C)cc(OCc2nnc(SCC(=O)OC3CCCCC3)o2)c1,18.4,-1.3,-1.4,1.0,-8.7,0.1,-2.5,-0.7,6.4
CC1CCC2C(=O)N(c3ccc(C(=O)Oc4cccc5cccnc45)cc3)C(=O)C2C1 (centres undefined),-14.1,5.8,16.3,-0.1,-1.4,5.9,1.5,1.4,-5.4
CCc1nc2c(OCC(N)=O)cccn2c1N(C)C(=O)c1cccs1,-2.9,0.1,0.2,-0.1,-7.0,-0.1,0.6,0.0,-1.4
COc1ccc(S(=O)(=O)N2CCCN(Cc3cccc(F)c3)CC2)cc1,-3.4,-6.1,10.9,0.1,3.9,-6.9,-12.7,2.0,-11.7
O=S(=O)(NCc1ccc(F)cc1)c1ccc(-n2cccn2)cc1,-12.3,-5.4,-6.6,3.8,2.2,3.6,-0.1,3.8,-6.0
CCOc1ccc(Nc2nc(Cc3nnc(SCC(=O)NC4CCCC4)n3C)cs2)cc1,12.4,-0.2,-18.8,-0.3,1.5,2.8,0.0,0.3,-5.9
CN(C)[C@H]1CCN([C@H]2CS(=O)(=O)N[C@@H]2COCc2ccccc2)C1,20.8,12.3,10.9,0.6,-12.9,-0.9,1.8,-0.1,5.1
Cc1cc(N2CCOCC2)n2ncc(-c3ccc(Cl)cc3)c2n1,-7.3,-0.3,-5.2,1.2,-12.3,11.2,-3.1,7.1,-5.6
C(=N\n1cnnc1)/c1ccc2ncccc2c1,22.1,6.3,-23.4,1.4,1.8,-4.0,1.0,1.1,5.0
CC(OC(=O)c1oc2ccccc2c1COc1ccccc1)C(N)=O (centres undefined),5.1,3.7,-7.8,0.3,-1.3,3.2,-2.0,2.5,-6.3
CC1=NCCN1S(=O)(=O)c1c(C(C)C)cc(C(C)C)cc1C(C)C,0.3,2.8,-3.4,-0.2,-2.8,12.1,-1.9,0.5,0.2
CC(=O)c1c(C)[nH]c(C(=O)Nc2ccc(C)cc2Br)c1C,9.7,0.4,-19.2,4.2,2.3,1.6,-2.1,3.3,-1.9
COc1ccc(S(=O)(=O)NC2CCCCCC2)cc1C(N)=O,8.9,9.6,-16.1,2.3,-14.6,-17.6,-1.9,1.5,-3.5
COC(=O)[C@H]1Cc2cnoc2C[C@]1(C)C(=O)O,-8.8,4.1,11.9,0.0,-1.1,1.1,-0.8,0.4,-1.7
O=C(CCS(=O)(=O)c1cccs1)Nc1ccc(C(=O)NCc2ccccc2)cc1,15.6,1.2,1.6,0.6,3.9,0.3,-0.2,1.0,-2.9
CC1C(=O)O[C@@H]2C[C@@H](C)[C@@H]3CCC(=O)[C@@]3(C)[C@@H](O)[C@H]12 (some centres undefined),18.2,-1.6,-17.7,3.5,1.1,7.6,-0.9,-1.0,9.2
O=C(N/N=C/c1ccc(Cl)c([N+](=O)[O-])c1)c1cnccn1,25.3,5.0,-12.0,0.2,-3.9,6.3,-1.2,1.1,-3.6
CCN(CC)CCNc1nc2ccccc2n1C,24.7,10.3,-6.8,1.0,-2.0,-2.4,-10.5,0.2,1.8

# Continued.
SMILES,M1 PAM parental,CHRM4 PAM,CHO-K1 Ca antag,M1 ag parental,M4 antag,M5 antag,CHRM5 agonist,CHRM4 agonist,M5 PAM
Fc1ccc(CSc2nc3ncccc3[nH]2)cc1,18.8,4.1,-6.0,1.5,-12.5,5.0,-0.2,2.9,-3.7
CCOC(=O)COc1ccc2nsnc2c1,-7.9,-3.4,17.7,0.0,1.8,-5.6,-1.3,0.6,-6.2
CC(C)CNC(=S)N(CCO)Cc1cc2cc3c(cc2[nH]c1=O)OCO3,21.4,6.1,-19.2,0.1,-6.8,-5.7,-0.4,0.6,2.5
CCOC(=O)C1=CN(Cc2ccco2)S(=O)(=O)N(C)C1c1ccccc1 (centres undefined),16.7,1.6,-20.1,-0.2,-7.7,-8.6,-0.1,0.2,-2.1
CCOc1ccc(NC(=O)CCC(=O)Nc2nnc(CC)s2)cc1,10.7,4.8,-15.8,0.2,3.9,-4.9,-1.6,1.4,6.9
C=CCN(c1ccccc1)S(=O)(=O)c1cccc(C(=O)NC2CCC(O)CC2)c1 (centres undefined),-10.3,5.4,0.7,-0.5,-4.7,3.4,-2.4,1.3,-1.6
OC(COc1ccc(Br)cc1)Cn1ccnc1 (centres undefined),-3.7,-0.1,-8.9,1.9,-7.5,6.5,-2.3,0.8,-1.9
CN1CCN(NC(=O)c2cccc(S(=O)(=O)N3CCCCCC3)c2)CC1,5.9,-10.6,-5.3,0.6,-1.0,7.5,-1.2,0.0,-0.8
CC(Sc1nc2ccccc2c(=O)n1CC1CCCO1)C(=O)NC(C)c1ccccc1 (centres undefined),0.4,6.5,7.6,0.4,-3.8,-5.1,-3.3,1.8,18.1
Cc1occc1-c1nnc(SCC(=O)Nc2nccs2)n1Cc1ccco1,1.2,0.6,-7.4,1.2,1.7,8.3,-2.8,2.0,-11.6

# Complete entries from above. Values in the order: M1 PAM parental	CHRM4 PAM	CHO-K1 Ca antag	M1 ag parental	M4 antag	M5 antag	CHRM5 agonist	CHRM4 agonist	M5 PAM
# Shown for COc1cc(/C=C2\C(=N)N3N=C(S(C)(=O)=O)SC3=NC2=O)cc(OC)c1OCCOc1cccc(C)c1 = 25.5	-0.5	-17.9	1.0	-5.9	4.5	-6.6	1.5	-3.4
# Shown for CCOc1ccc(NC(=O)CCC(=O)Nc2nnc(CC)s2)cc1 = 10.7	4.8	-15.8	0.2	3.9	-4.9	-1.6	1.4	6.9
# Shown for Cc1occc1-c1nnc(SCC(=O)Nc2nccs2)n1Cc1ccco1 = 1.2	0.6	-7.4	1.2	1.7	8.3	-2.8	2.0	-11.6
# Shown for CCc1c(O)nc(SCC(=O)Nc2nc3ccccc3s2)n(C2CCCCC2)c1=O = 9.2	7.4	-2.7	0.5	-6.0	1.2	7.5	-0.1	2.2

# From PubChem BioAssay
